SARS 3CLpro inh – SARS-CoV 3CLpro protease inhibitors, primary screen, biochemical, quenched FRET; recombinant SARS-CoV 3CLpro, quenched FRET peptide cleavage; inhibition, % at 6 µM; 290,000 compounds, 0.14% hits; in the data active means inhibition above about 12%
Anthrax LF inh2 – Bacillus anthracis LF protease inhibitors, primary screen, biochemical, multiplex microsphere, MLPCN library. 360,000 compounds, 0.12% hits. AID 588501, 2011. inhibition, % at 10 µM. multiplex microsphere protease cleavage assay; in the data active means inhibition above about 30%; inconclusive means no clear call, values can overlap the other calls; further: plate controls were buffer without enzyme for full effect and enzyme alone for no effect
Rv3671c inh – Rv3671c serine protease inhibitors, primary screen, biochemical, fluorescence polarization, M. tuberculosis H37Rv. P9WHR9. inhibition, % at 5.96 µM. 320,000 compounds, 0.048% hits; in the data active means inhibition above about 38%;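 further: extracellular domain of Rv3671c used as enzyme; 0% = enzyme with DMSO and 100% = no enzyme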
TcdB inh – TcdB glycohydrolase inhibitors, primary screen, biochemical, single point, plate reader; Toxin B (Clostridioides difficile), P18177; TcdB glycohydrolase enzymatic assay; inhibition, % at 9.99 µM; 350,000 compounds, 0.24% hits; in the data active means inhibition above about 10%
MazF activator – activators of E. coli MazEF toxin-antitoxin RNase, primary screen, biochemical, fluorescence, uHTS. Endoribonuclease toxin MazF (Escherichia coli (strain K12)), P0AE70. FAM/BHQ RNA-DNA oligo cleavage fluorescence, 5 h. activation, % at 20 µM. 350,000 compounds, 0.32% hits; in the data active means activation above about 50%
Vc quorum ag – inducers of Vibrio cholerae quorum light production without autoinducers, primary screen, BH1578 luxS cqsA deficient, single point | AID 588436, 2011 | activation, % at 18.7 µM | V. cholerae BH1578 lux reporter, luminescence, 6 h | 350,000 compounds, 0.16% hits; in the data active means activation mostly above about 9.7%, no sharp cut-off; inconclusive means no clear call, values can overlap the other calls; inactive means mostly below about 3.7%; further: not every result past the cut was called active; inactives centre near 0; reference of the scale not given here
Yp Topo-I inh – Yersinia pestis topoisomerase I inhibitors, primary screen, biochemical, cleavage product accumulation, plate reader, single point; 360,000 compounds, 0.064% hits; Y. pestis Topo-I cleavage product accumulation; activity, % at 10 µM; AID 504884, 2011; DNA topoisomerase I (Yersinia pestis CO92); in the data active means activity above about 50%, passing the limit was not always enough; inconclusive means no clear call, values can overlap the other calls; further: inactives centre near 2
PfHsp40 rescue – rescue of yeast from PfHsp40 toxicity, primary screen, S. cerevisiae, ATP luminescence. S. cerevisiae expressing PfHsp40, growth rescue. growth rescue, % at 12.5 µM. 340,000 compounds, 0.68% hits. AID 504582, 2011; in the data active means growth rescue above about 28%, passing the limit was not always enough; inconclusive means no clear call, values can overlap the other calls;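 further: yeast W303a lacking pdr1 and pdr3 grown in galactose medium; growth measured after three days at 30 °C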
DUSP3 inh – VHR1 phosphatase inhibitors, primary screen, biochemical, absorbance, uHTS; 290,000 compounds, 0.52% hits; recombinant VHR phosphatase, pNPP absorbance; AID 1654, 2009; inhibition, % at 13.3 µM; in the data active means inhibition above about 50%; further: some compounds called inactive have numbers as strong as hits
SSB-PriA inh – inhibitors of Klebsiella pneumoniae PriA binding to SSB C-terminal tail, primary screen, biochemical, AlphaScreen | PriA–SSB C-terminal tail interaction (Klebsiella pneumoniae) | AlphaScreen SSBct-PriA binding, biotinylated peptide | inhibition, % at 33 µM | 430,000 compounds, 0.6% hits; in the data active means inhibition mostly above about 37%, no sharp cut-off; inactive means mostly below about 20%;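 further: plate controls were negative control peptide for no effect and reference peptide for full effect; strong numbers were not always called active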
An asterisk follows results filed as active; i = inactive; ? = inconclusive; . = no result given; & = joins results of further samples.

SMILES	SARS 3CLpro inh	Anthrax LF inh2	Rv3671c inh	TcdB inh	MazF activator	Vc quorum ag	Yp Topo-I inh	PfHsp40 rescue	DUSP3 inh	SSB-PriA inh
CCOc1ccc(CCNC(=O)COC(=O)c2ccc(F)c(S(=O)(=O)N3CCOCC3)c2)cc1OCC	.	.	-1	-2.4	-4	i	1	4.0	.	-6
O=CN1CCN(S(=O)(=O)c2ccc(Cl)c(C(=O)O)c2)CC1	2	-3	-3	.	7	-0.1	8	-0.1	8	-5
O=C(COC(=O)c1ccc(O)cc1O)Nc1nnc(-c2ccccc2)o1	.	?	11	1.5	5	5.6	-4	-0.2	.	57*
Cc1nc(C(C)NC(=O)CCc2nnc(CCCc3ccccc3)o2)c(C)s1 (centres undefined)	-1	0	-6	1.1	-11	-0.2	10	3.7	22	-15
Cc1ccc(F)cc1NCC(=O)Nc1ccc(Br)cc1	6	-1	-10	.	8	i	-8	0.1	18	-13
CC12CCC(C(=O)N(CSC(=S)N/N=C\c3ccccc3O)C1=O)C2(C)C (centres undefined)	3	-5	10	.	1	-0.5	-3	?	-9	.
CCOc1ccccc1NC(=O)COC(=O)C(Cc1ccccc1)NC(=O)c1ccco1 (centres undefined)	.	2	-6	1.2	-4	-0.3	30	0.8	.	-4
O=C(Nc1ccc(F)cc1F)Nc1ccc(F)cc1F	-5	-4	-9	-0.3	-8	i	-2	1.4	10	-4
CC(NC(=O)/C=C/c1ccc(Br)cc1)c1ccc(Cl)cc1 (centres undefined)	3	0	-9	-0.1	17	-6.7	0	-0.5	17	1
O=[N+]([O-])c1nn(-c2ccc3c(c2)OCCO3)n(O)c1=NC1CCCCCC1	2	-9	0	.	-6	i	7	4.9	8	55*
Nc1ncccc1OCc1cccc(C(F)(F)F)c1	1	-4	-1	1.1	-6	i	26	5.1	8	1
CCN(CC)CCNC(=O)C(C(=O)c1ccccc1)n1ccccc1=O (centres undefined)	-1	-10	12	.	2	-0.2	6	-0.5	18	-3
CCC1(c2ccccc2)NC(=O)N(CC(=O)NNC(=O)CCN2CCN(c3ccccc3)CC2)C1=O (centres undefined)	.	2	7	1.2	6	i	21	-0.7	.	-6
O=C(N/N=C/c1ccco1)c1csc2c1CCCC2	-5	-6	-1	-2.6	4	-0.7	4	0.9	5	i
C=CCc1cccc2cc(C(=O)N3CCN(c4ccccn4)CC3)c(=O)oc12	-1	1	-19	1.7	6	-0.2	22	2.4	-9	-10

Retrieved one by one from the entries so far (2):
SMILES	SARS 3CLpro inh	Anthrax LF inh2	Rv3671c inh	TcdB inh	MazF activator	Vc quorum ag	Yp Topo-I inh	PfHsp40 rescue	DUSP3 inh	SSB-PriA inh
O=C(COC(=O)c1ccc(O)cc1O)Nc1nnc(-c2ccccc2)o1	.	?	11	1.5	5	5.6	-4	-0.2	.	57*
O=C(N/N=C/c1ccco1)c1csc2c1CCCC2	-5	-6	-1	-2.6	4	-0.7	4	0.9	5	i

Other entries:
SMILES	SARS 3CLpro inh	Anthrax LF inh2	Rv3671c inh	TcdB inh	MazF activator	Vc quorum ag	Yp Topo-I inh	PfHsp40 rescue	DUSP3 inh	SSB-PriA inh
COc1ccc(S(=O)(=O)n2cnc3ccccc32)cc1OC	-6	7	9	0.6	1	-0.3	16	0.1	23	5
NC(=O)c1ccc(NC(=O)CCc2nc3ccccc3s2)cc1	0	-2	17	-0.5	6	i	5	0.7	18	6
Cc1nccn1CCc1n[nH]c(=S)n1Cc1ccccc1	6	2	2	.	3	i	-2	0.0	16	-11
COc1cccc(-c2c(-c3cc(OC)cc(OC)c3)n(C)c3ccc(-c4cnc(OC)nc4)cc23)c1	.	-7	6	.	-20	i	-3	-0.6	.	-14
COCCNC(=O)C1CCCN(C(=O)c2sc(-c3ccccc3)nc2C)CC1 (centres undefined)	.	-8	.	0.9	.	i	-2	.	.	.
O=C(CN1C(=O)NC2(CCCCC2)C1=O)N1CCN(S(=O)(=O)c2cccc([N+](=O)[O-])c2)CC1	.	-2	1	0.3	11	i	-9	0.4	.	-3
Cc1cccc(NC(=O)NNC(=O)c2ccc(C)c([N+](=O)[O-])c2)c1	2	0	-4	1.3	6	i	-10	0.3	25	0
COc1ccc(NS(=O)(=O)c2cc(NC(=O)CCNC(C)=O)ccc2N2CCOCC2)cc1	.	1	1	-0.5	-1	0.7	-5	-0.4	.	-24
O=S(=O)(Nc1cc(F)ccc1F)c1cccc2nonc12	13*	8	2	1.3	8	0.3	2	0.7	28	-12
CCn1c(SCC(=O)Nc2cc(C)on2)nnc1-c1ccc(OC)cc1	6	0	6	-1.4	-9	i	0	-0.5	1	-1
CC(C)(Cc1ccc(O)cc1)NC(=O)c1ccccc1	3	.	-7	2.4	10	-0.6	-5	-1.9	26	-10
Clc1c2c(nc3ccccc13)CCC2	-7	3	-4	1.0	9	i	0	1.9	21	-16
CCc1nnc(NC(=O)c2ccc(S(=O)(=O)N3CCCCC3)cc2)s1	5	-16	7	1.3	2	-2.2	3	0.1	38	1
Cc1cc(C)n(-c2ncc3c(n2)N(C)CCOC3=O)n1	2	0	4	1.2	0	-0.5	1	-1.7	21	-4
CC1CCCN(S(=O)(=O)CCNC(=O)c2ccccc2)C1 (centres undefined)	.	0	2	1.4	1	-0.5	-6	-0.6	.	-10

Compound profiles (already shown). Order of values: SARS 3CLpro inh, Anthrax LF inh2, Rv3671c inh, TcdB inh, MazF activator, Vc quorum ag, Yp Topo-I inh, PfHsp40 rescue, DUSP3 inh, SSB-PriA inh
`CC(C)(Cc1ccc(O)cc1)NC(=O)c1ccccc1` is listed with 3, ., -7, 2.4, 10, -0.6, -5, -1.9, 26, -10
`O=S(=O)(Nc1cc(F)ccc1F)c1cccc2nonc12` is listed with 13*, 8, 2, 1.3, 8, 0.3, 2, 0.7, 28, -12
`COc1cccc(-c2c(-c3cc(OC)cc(OC)c3)n(C)c3ccc(-c4cnc(OC)nc4)cc23)c1` is listed with ., -7, 6, ., -20, i, -3, -0.6, ., -14
`CCn1c(SCC(=O)Nc2cc(C)on2)nnc1-c1ccc(OC)cc1` is listed with 6, 0, 6, -1.4, -9, i, 0, -0.5, 1, -1

(listing goes on)
SMILES	SARS 3CLpro inh	Anthrax LF inh2	Rv3671c inh	TcdB inh	MazF activator	Vc quorum ag	Yp Topo-I inh	PfHsp40 rescue	DUSP3 inh	SSB-PriA inh
Cc1nc2c(C(=O)N3CCCC3)cnn2c(C)c1Cc1c(F)cccc1Cl	-7	-5	6	.	4	i	-8	-0.9	-4	-5
CCNC(=O)n1nccc1C(C)Oc1cccc(C(F)(F)F)c1 (centres undefined)	3	-2	3	.	-1	-2.9	21	-1.4	25	-19
Cc1csc(NC(=O)C(NC(=O)c2ccccc2F)C(C)C)n1 (centres undefined)	1	-2	8	-0.5	20	1.0	2	1.1	2	-20
Cc1nnc(C)c2c(C)n(N)c(C)c12	-2	6	-1	0.9	1	-0.9	-3	.	21	-11
CCOCCCNC(=O)c1cc2cc3cc(OC)ccc3nc2o1	-2	-3	-6	0.3	9	-0.1	-11	-2.1	53*	-15
CNC(=S)/N=C(/Nc1ccccc1)c1ccccc1	-1	-5	4	-0.1	13	i	-7	0.1	21	.
Cc1ccc(Sc2ncnc3onc(C)c23)c(C)c1	-1	-3	.	-0.3	-4	-1.5	9	-0.9	19	-9
COc1cc(CNn2nnnc2N)cc(Br)c1OCc1c(Cl)cccc1Cl	-1	-1	3	.	-4	i	-4	-0.6	-7	11
Cc1ccsc1C(=O)OCC(=O)c1cc(C)n(CC2CCCO2)c1C (centres undefined)	-4	-7	-2	.	5	i	14	-0.6	8	7
CCC(CC)C(=O)Nc1cccc(C(=O)Nc2ccc(OC)cc2[N+](=O)[O-])c1	5	-1	-3	.	7	-0.1	5	-2.0	21	-4
O=C(CN1C(=O)S/C(=C/c2cccn2-c2ccc(O)cc2)C1=O)N1CCCC1	-1	-5	-6	1.2	5	-0.3	-3	0.2	28	-7
CC1(NC(=O)Cc2ccc(S(=O)(=O)N3CCOCC3)s2)CCS(=O)(=O)C1 (centres undefined)	.	-1	-6	2.0	5	i	-2	-0.3	.	-4
CC1=C(C(N)=O)C(c2ccc(Cl)cc2Cl)n2ncnc2N1 (centres undefined)	-8	-1	-2	.	-5	-3.0	2	0.4	10	-6
COC(=O)c1sc2cc([N+](=O)[O-])cc(SCC(C)C)c2c1N	-2	15	-10	-1.0	33	-0.3	0	1.6	32	-7
CCN(CC)C(=O)C1=C(C)N(CCCN2CCCC2=O)C(=O)C(CC(=O)NCCc2ccccn2)C1 (centres undefined)	.	-7	.	0.1	10	i	1	.	.	.

In another format: two of the compounds above.
smiles | SARS 3CLpro inh | Anthrax LF inh2 | Rv3671c inh | TcdB inh | MazF activator | Vc quorum ag | Yp Topo-I inh | PfHsp40 rescue | DUSP3 inh | SSB-PriA inh
O=C(CN1C(=O)S/C(=C/c2cccn2-c2ccc(O)cc2)C1=O)N1CCCC1 | -1 | -5 | -6 | 1.2 | 5 | -0.3 | -3 | 0.2 | 28 | -7
CNC(=S)/N=C(/Nc1ccccc1)c1ccccc1 | -1 | -5 | 4 | -0.1 | 13 | i | -7 | 0.1 | 21 | .

Continuation:
SMILES	SARS 3CLpro inh	Anthrax LF inh2	Rv3671c inh	TcdB inh	MazF activator	Vc quorum ag	Yp Topo-I inh	PfHsp40 rescue	DUSP3 inh	SSB-PriA inh
O=C(NCc1n[nH]c(=S)n1-c1ccc(Br)cc1)c1cccs1	3	-3	2	2.9	-1	0.2	4	-1.2	12	-1
O=C(Nc1ccc(O)cc1)C1CCCN1S(=O)(=O)c1ccc(F)cc1 (centres undefined)	4	-2	1	10*	2	-0.2	-2	-0.7	6	6
CN(Cc1ccc2nsnc2c1)Cc1nc(Cc2cccc(F)c2)no1	-2	2	0	0.9	11	4.3	10	1.4	9	-38
Oc1cccc(/C=N/NC(=S)NCCN2CCOCC2)c1O	4	-2	8	-5.5	-20	-2.1	4	-0.8	22	.
C[C@@H]1CN([C@H](C)CO)C(=O)c2cc(C3=CCCCC3)cnc2O[C@@H]1CN(C)Cc1ccccc1C(=O)O	.	3	.	-0.5&-1.5&-9.5	5	-0.7	6	.	.	.
CCCn1nnnc1NCc1ccc(CC)cc1	3	-3	-1	1.4	4	.	-7	-0.2	11	7
CC[C@]1(C(=O)OC)[C@H]2C(=O)N(C)C(=O)[C@H]2[C@H]2CN=C(SCc3ccc(C)cc3)N21	.	-2	.	0.3	3	-0.9	5	-0.5	.	-13
Cc1cc(/C=C(\C#N)C(=O)O)c(C)n1-c1ccc(Br)cc1	1	-7	-11	0.8	3	-0.3	3	1.0	1	8
O=C(OCc1cc2ccccc2[nH]c1=O)c1cccnc1	-4	-3	-13	.	0	i	-2	0.7	25	-10
CCCN(CCC)C(=S)NC(=O)c1ccc(-c2ccccc2)cc1	2	-5	-7	.	1	-3.2	-5	13	-4	0
COc1cc2ccccc2cc1C(=O)OCC(=O)N(C)c1c(N)n(Cc2ccccc2)c(=O)[nH]c1=O	.	-2	-2	0.3	4	-1.5	35	0.2	.	1
CCOC(=O)/C=c1\s/c(=C\c2sccc2C)c(=O)n1CC(=O)NCc1ccc(C)cc1	4	.	-3	0.9	.	.	.	.	30	.
COc1ccc(OC)c(NC(=O)C2(C)CCN2Cc2cccc(OC)c2OC)c1 (centres undefined)	.	-9	.	2.0	.	1.2	0	.	.	.
COc1ccc(NC2CCCN(C(=O)CCC3=NNC(=O)CC3)C2)cc1 (centres undefined)	-4	-5	-4	1.1	2	i	7	0.2	44	-3

Screens from PubChem BioAssay.

Only part of the results is shown. The share of hits here may be higher or lower than overall.
